MsrA inhibitor = inhibits bovine methionine sulfoxide reductase A. inhibition, % at 15.5 µM. AID 651718. purified bovine MsrA, absorbance read-out. 360,000 compounds, 0.75% hits; in the data active = inhibition above about 4.5%;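 note: 0% = vehicle wells with enzyme and 100% = reference inhibitor wells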
CSN deneddyl inh = blocks human CSN-mediated cullin deneddylation; Q92905; Purified CSN, SCF-Nedd8-OG deneddylation, fluorescence polarization; inhibition, % at 12.5 µM; 360,000 compounds, 0.38% hits;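 active = pattern-corrected inhibition above about 35%, with an unprinted fluorescence ratio check between 0.5 and 1.5, limit read from the data, passing the limit was not always enough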;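 note: 0% = enzyme with substrate and 100% = substrate without enzyme; some results filed as inactive read as strong as hits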
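Test system: Human Csn5 produced in HEK293T cells | Compound: 12.5 µM single point | Times: 90 min, room temperature | Signal: Fluorescence polarization readout | Read-out basis: % inhibition of substrate cleavage by Csn5 | Controls: no-enzyme wells high, enzyme-with-substrate wells low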
Rin1 Abl inh = blocks binding of human Rin1 to Abl. 360,000 compounds, 0.4% hits. inhibition, % at 7.35 µM. TR-FRET Rin1/Abl binding, biochemical; in the data active = inhibition above about 5%, passing the limit was not always enough
MsrA act = activators of bovine methionine sulfoxide reductase A. activation, % at 10.6 µM. purified bovine MsrA, absorbance read-out. 360,000 compounds, 0.3% hits; in the data active = activation above about 7.5%;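 note: 0% = vehicle and 100% = reference activator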
Tb MetRS inh = Trypanosoma brucei MetRS inhibition. purified T. brucei MetRS, ATP depletion, Kinase-Glo luminescence. inhibition, % at 11.9 µM. 360,000 compounds, 0.4% hits. AID 624268;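 active = inhibition above a per-plate cutoff of the control wells' mean inhibition plus 3 SD, cut at about 5.5% in these data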;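 note: 0% = DMSO wells median and 100% = median of wells with control inhibitor compound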
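Material: parasite MetRS enzyme / Replication: singlicate, one well per compound / Signal: luminescence of leftover ATP / Schedule: 2 h aminoacylation at 25 °C after 15 min preincubation / Medium: HEPES-MgCl2-KCl buffer plus DTT, spermine, BSA, pyrophosphatase / Doses: 11.9 µM single point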
E coli Lon inh = E. coli protease La inhibition; purified E. coli Lon protease, fluorescence polarization; AID 602123; inhibition, % at 7.94 µM; 360,000 compounds, 0.42% hits; in the data active = inhibition above about 13%, passing the limit was not always enough;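 note: 0% = enzyme with probe and DMSO and 100% = no enzyme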
Neddylation inh = blocks human cullin neddylation; P61081+Q13564; TR-FRET cullin neddylation, biochemical; calls only at 25 µM; 360,000 compounds, 0.58% hits; in the data active = inhibition above about 36%
PABP1 MLLE inh = blocks PAM2 peptide binding to the PABP1 MLLE domain; P11940; GST-MLLE / FITC-PAM2 fluorescence polarization; inhibition, % at 20 µM; 360,000 compounds, 0.36% hits; AID 588489; in the data active = inhibition above about 35%, passing the limit was not always enough;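 note: plate controls were DMSO wells with GST-MLLE for no effect and wells lacking GST-MLLE protein for full effect; some results filed as inactive read as strong as hits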
FAS-TE inh = FAS thioesterase (human) inhibition; inhibition, % at 15 µM; recombinant FAS-TE, OMFH fluorogenic substrate, fluorescence endpoint; 360,000 compounds, 0.67% hits; P49327; AID 602261;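 active = compounds whose normalised, plate-corrected inhibition of enzyme fluorescence in the single-dose primary screen is 50% or more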;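 note: 0% = DMSO with enzyme and 100% = substrate without enzyme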
Numbers without * were called inactive; i = inactive; · = not tested or not shown. No enrichment for hits; about 4% have a hit in one of these screens.

SMILES	MsrA inhibitor	CSN deneddyl inh	Rin1 Abl inh	MsrA act	Tb MetRS inh	E coli Lon inh	Neddylation inh	PABP1 MLLE inh	FAS-TE inh
CCOC(=O)C(NC(=O)CC)(Nc1ccc(S(N)(=O)=O)cc1)C(F)(F)F (stereo not drawn)	0.2	1	-2	-4	-0.5	-1	i	17	-8
Cc1cc(C)cc(NC(=O)N2CCC(NC(=O)c3ccc(F)cc3)CC2)c1	-0.5	-2	0	-1	-0.5	1	i	-11	-4
COc1ccc(NCC(=O)N2CCCC2)cc1Cl	-0.9	6	0	-4	-0.4	5	i	-1	-3
Cc1cc(C(=O)O)cc(S(=O)(=O)Nc2ccccc2C(=O)NC(C)c2ccccc2)c1C (stereo not drawn)	-0.3	1	2	-1	0.1	2	i	-2	2
COc1ccc(Cn2cnc3c4cc(F)ccc4n(C)c3c2=O)cc1	-0.4	-3	-2	-1	-0.5	0	i	-6	-2
O=C(O)C1(Nc2ccc(Cl)cc2)CCCC1	-1.2	-1	1	-1	-0.4	-2	i	5	-5
Cc1ccc(-c2nc3ccccc3n2C)o1	-0.6	4	-2	-1	-1.4	0	i	1	-5
CC1CCCCN1C(=O)Nc1ccccc1Cl (stereo not drawn)	0.6	1	3	-1	0.2	2	i	11	-8
c1ccc(-c2nnc(C3CC(c4ccncc4)=NO3)o2)cc1 (stereo not drawn)	-1.4	5	4	-2	-0.2	-1	i	17	-8
C=C(C)COc1ccc(-c2ncncc2-c2ccc(Br)cc2)c(O)c1	-0.3	-2	4	-11	-1.3	6	i	-2	42
OCC[C@@H]1C[C@@H](O)[C@H](O)[C@]2(OCCCc3ccccc32)O1	-0.4	-4	0	-4	0.2	-16	i	21	-9
COc1ccccc1CN(C)C(=O)c1ccccc1Sc1ccccc1C#N	-0.5	2	2	-4	-0.3	-2	i	23	12
CCOc1ccc2c(c1)c(N=Nc1cccc(C(=O)O)c1)c(O)n2C	-0.2	-11	-1	-4	-0.6	-5	i	7	-2
COc1cc(/C=C/C(=O)OCC(=O)c2ccc(OC(F)F)cc2)ccc1O	1.5	-5	2	-4	-0.1	-7	i	-17	13
O=C(CSCCc1ccccn1)Nc1ccc(Br)cn1	1.0	1	1	0	0.2	-1	i	-5	-4
CC(C)NC(=O)c1cc(-c2ccc3c(c2)OCO3)on1	-1.6	2	-1	-1	-0.1	-2	i	-4	-1
O=C(NC(=S)NCC1CCCO1)c1cccc([N+](=O)[O-])c1 (stereo not drawn)	1.4	-8	-1	-2	-0.3	-9	i	5	1
CCOc1ccc(N)c(SSc2cc(OCC)ccc2N)c1	1.3	-2	0	0	-0.6	-1	i	18	-10
CCOc1c2ccc(C(=O)N[C@H](C)C3CCCCC3)cc2nn1CCOC	-1.4	-1	5	-13	0.1	-4	·	8	-10
CC1=N/C(=C\c2ccc3c(c2)OCO3)C(=O)N1c1ccc(C(=O)O)cc1	5.6*	-13	-5	-1	-0.3	10	i	0	-9
C[C@H]1COC(=O)CC/C=C\C[C@H](CC(=O)N(CCO)Cc2ccccc2)C(=O)N1	0.2	-1	6	-10	-0.3	-5	i	0	-15
Cc1cc(C=C2C(=O)c3ccccc3C2=O)c(C)n1-c1cccc(C(=O)O)c1	1.3	5	1	-4	0.0	-11	i	-22	-7
COc1ccccc1C(=O)NCC(=O)n1nc(C)cc1C	-1.8	4	3	-3	-0.4	-15	i	-6	-7
CC(C)=CCC(C)(C)C1OCCN1C(=O)Nc1ccccc1 (stereo not drawn)	-0.9	-5	1	-1	-0.4	1	i	-4	5
CCc1ccc(C(=O)COC(=O)c2ccc(-c3nnc(-c4ccccc4)o3)cc2)cc1	-1.6	1	-4	-3	-0.7	14	i	-8	-12
CCCOc1ccc2ccccc2c1/C=N/n1cnnc1	1.7	3	-2	-3	-0.2	2	i	5	-6
COC(=O)c1ccc(Cn2nc(C)cc2C)cc1	0.6	3	-1	-3	-0.6	-12	i	-1	-6
COc1ccccc1N1CCN(C(=O)CCCNC(=O)Cn2cnc3sc(C)c(C)c3c2=O)CC1	-0.2	-2	5	1	-0.1	-10	i	-6	-5
Cc1cccc(OCC(=O)Oc2ccc(Cl)cc2)c1	0.6	3	-2	-2	0.0	-6	i	-9	-2
COc1ccc(/C=N/NC(=O)Cn2ccnc2C)cc1OC	3.6	-2	-5	-6	-0.6	-8	i	14	-5
CCCCN1C(=O)C(CC(=O)NCc2ccco2)CC(C(=O)N2CCCCCC2)=C1C (stereo not drawn)	-1.1	-1	·	-2	-0.2	-11	i	·	3
COc1ccccc1/C=N/NC(=O)c1nnn(-c2nonc2N)c1CN(C)c1ccccc1	2.2	1	-2	-4	-0.2	-11	i	7	24
COc1ccc(C2CC23N=C(c2ccccc2)OC3=O)cc1 (stereo not drawn)	0.8	-7	-1	-7	-1.4	-8	i	2	85*
O=CN1CCN(S(=O)(=O)c2ccc(S(=O)(=O)NC3CCCCC3)cc2)CC1	-0.1	-2	1	-5	-0.6	-6	i	3	-5
CC(C)c1cc(C(=O)NCc2ccco2)no1	0.1	3	3	-7	-0.7	-7	i	7	-5
CCOC(=O)N1CCN(C(=O)CSCc2nc(-c3ccccc3F)oc2C)CC1	1.3	1	-2	-10	-1.8	-2	i	45*	-7
Cc1sc2ncnc(SCC#N)c2c1C	-1.6	7	-2	0	0.0	-21	i	-6	-5
Cn1c(=O)n(CC(=O)O)c(=O)c2c1nc1n2CCCN1Cc1ccccc1	-0.6	2	1	-5	-0.4	-3	i	1	-3
O=C1NC2(CCCCCC2)C(=O)N1CCS(=O)(=O)Oc1ccccc1	-0.5	3	-2	0	-0.2	10	i	2	-3
CCCCC[C@H](C)N1C[C@H](COCc2ccccc2)Oc2cc(N3CC[C@H](O)C3)ccc2S1(=O)=O	0.4	0	·	-2	0.1	-6	i	·	26
COc1ccc(Oc2cc(F)nc(N)n2)cc1	-0.7	0	0	-5	-0.9	3	i	0	-7
CSc1n[nH]c(NC(=O)c2c(-c3c(Cl)cccc3Cl)noc2C)n1	-1.1	-1	-6	-2	1.4	0	i	-3	-4
O=C1CCC(C(=O)NCCCn2ccnc2)N1 (stereo not drawn)	0.6	-1	2	-2	-0.6	-11	i	-4	-10
CC1CC(C)(C)NCCNC(C)CC(C)(C)NCCN1 (stereo not drawn)	0.3	-5	0	-2	0.2	2	i	7	-9
CCOC(=O)NNc1cc(C(F)(F)F)ccn1	0.2	-3	1	-5	-0.4	8	i	6	-7

Part of the list above, field by field.
Cc1sc2ncnc(SCC#N)c2c1C
- MsrA inhibitor: -1.6
- CSN deneddyl inh: 7
- Rin1 Abl inh: -2
- MsrA act: 0
- Tb MetRS inh: 0.0
- E coli Lon inh: -21
- Neddylation inh: i
- PABP1 MLLE inh: -6
- FAS-TE inh: -5
Cn1c(=O)n(CC(=O)O)c(=O)c2c1nc1n2CCCN1Cc1ccccc1
- MsrA inhibitor: -0.6
- CSN deneddyl inh: 2
- Rin1 Abl inh: 1
- MsrA act: -5
- Tb MetRS inh: -0.4
- E coli Lon inh: -3
- Neddylation inh: i
- PABP1 MLLE inh: 1
- FAS-TE inh: -3
O=C1NC2(CCCCCC2)C(=O)N1CCS(=O)(=O)Oc1ccccc1
- MsrA inhibitor: -0.5
- CSN deneddyl inh: 3
- Rin1 Abl inh: -2
- MsrA act: 0
- Tb MetRS inh: -0.2
- E coli Lon inh: 10
- Neddylation inh: i
- PABP1 MLLE inh: 2
- FAS-TE inh: -3
CCCCC[C@H](C)N1C[C@H](COCc2ccccc2)Oc2cc(N3CC[C@H](O)C3)ccc2S1(=O)=O
- MsrA inhibitor: 0.4
- CSN deneddyl inh: 0
- Rin1 Abl inh: ·
- MsrA act: -2
- Tb MetRS inh: 0.1
- E coli Lon inh: -6
- Neddylation inh: i
- PABP1 MLLE inh: ·
- FAS-TE inh: 26

The listing continues.
SMILES	MsrA inhibitor	CSN deneddyl inh	Rin1 Abl inh	MsrA act	Tb MetRS inh	E coli Lon inh	Neddylation inh	PABP1 MLLE inh	FAS-TE inh
Cc1cccc(/C=C2/Sc3ccc(C(=O)NCCCN4CCOCC4)cc3NC2=O)c1	0.6	1	-2	-2	-0.1	-1	i	11	-9
CCOc1ccc(NC(=O)N2CCN(Cc3ccc4c(c3)OCO4)CC2)cc1	1.1	2	1	-2	-0.4	-1	i	-4	-1
CCCCc1[nH]c(=O)c(C#N)c2c1CSC(C)(C)C2	2.3	-1	-2	-3	-0.5	0	i	8	-4
Cc1ccc2c(c1)C1CN(C)CCC1N2C(=S)Nc1ccc(Cl)cc1Cl (stereo not drawn)	1.1	8	-3	-5	-0.8	0	i	-31	1
FC(F)(F)c1cc(-c2ccco2)nc(NCc2ccccc2)n1	1.2	12	1	-3	0.2	-13	i	-7	22
O=C(O)/C=C/C(=O)N1CCN(c2ccc(F)cc2)CC1	-1.1	-1	-1	-1	0.4	-5	i	-4	-5
Cc1nc(-c2ccccc2O)n(S(=O)(=O)N(C)C)n1	0.0	-1	7	-1	0.2	-2	i	9	0
O=C(CN1C(=O)NC2(CCc3ccccc32)C1=O)c1c[nH]c2ccccc12 (stereo not drawn)	1.3	1	2	-5	0.8	-13	i	-10	3
Cc1cc(C(=O)N2CCCC(N3CCN(c4ccc(F)cc4)CC3)C2)no1 (stereo not drawn)	0.7	4	-3	0	-0.3	-1	i	10	1
COc1ccc(CCC(C)NC(=O)Cc2ccc(OC)c(OC)c2)c(OC)c1 (stereo not drawn)	-1.0	-1	2	-4	-1.6	-1	i	5	-4
CCc1ccccc1S(=O)(=O)Cc1ccc(C(=O)NC2CCCC2)o1	0.7	-1	1	2	-0.5	-12	i	-4	-3
CCN(CC)CCN(C(=O)c1ccc(Br)s1)c1nc2cc3c(cc2s1)OCO3	-1.1	1	0	-2	-0.1	0	i	2	15
CCc1cc(=O)oc2cc(OC(C)C(=O)N3CC[C@@]4(O)CCCC[C@H]4C3)ccc12 (stereo partly drawn)	1.2	-3	2	-3	-0.2	-5	i	2	-1
Cc1ccc(CCNS(=O)(=O)c2cc3c(cc2Cl)NC(=O)CO3)cc1	0.3	1	-2	1	-0.1	6	i	-10	4
CCc1cccc(C)c1NC(=O)CCCC(=O)O	-0.2	-3	5	-14	-1.4	-5	i	10	-9
Cc1ccc(NC(=O)C2CCN(S(=O)(=O)c3cccnc3)CC2)cc1C	0.3	-5	3	-3	0.5	-8	i	1	5
CC(NC(=O)c1ccccc1)c1ccc(F)cc1 (stereo not drawn)	-0.6	-13	1	-3	0.2	-2	i	0	-8
COC(=O)C1=C(C)NC(=S)NC1c1ccc(-c2ccccc2C(=O)OC)o1 (stereo not drawn)	0.4	2	-5	-2	-0.3	2	i	-19	1
COc1cccc(C2c3[nH]c4ccccc4c3CCN2C(=O)c2ccccc2F)c1OC (stereo not drawn)	0.3	-1	-1	2	-0.5	-11	i	4	29
N/C(=N\c1nc2ccccc2o1)NC(=O)c1ccccc1F	-0.9	3	-4	-10	0.7	-15	i	-13	5
Cc1ccc(OCC(=O)NNC(=S)NCc2ccccc2)cc1	0.2	5	5	-7	-0.5	1	i	-86	-4
O=C(Nc1nnc(-c2ccco2)o1)c1ccc(Cl)cc1	0.3	1	-1	-4	0.2	-14	i	0	-3
CC(C)n1nccc1NC(=O)Nc1ccccc1	1.4	0	-2	4	-0.4	-10	i	9	-5
CC(=O)Nc1cccc(OCC(O)Cn2c(C)nc3ccccc32)c1 (stereo not drawn)	1.3	-1	-5	-14	-1.8	-4	i	2	-10
O=C(NC1CCSc2ccccc21)c1ccccc1Br (stereo not drawn)	0.1	2	0	2	-0.4	6	i	-5	2
CCc1ccccc1NC(=O)C1COc2ccccc2O1 (stereo not drawn)	-0.3	-4	2	-1	-0.1	-9	i	0	-5

Source: PubChem
